Assay outcomes: PubChem, several laboratories
MrgX1 antagonist = blocks BAM8-22 activation of human MrgX1 receptor; Q96LB2; MRGX1-HEK293 calcium flux, Fluo-4, BAM8-22 antagonism; active compounds read low; B-score at 10 µM; 310,000 tested, 1.3% active;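 active means calcium-response B-score plate-corrected more than 3 library SD below zero, starting fluorescence within 5 deviations, no agonist response on first addition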;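 further: peak minus trough fluorescence over baseline after final BAM8-22 challenge near maximal dose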
SKKanGAS inh = SKKanGAS growth inhibition; 300,000 tested, 1.3% active; S. pyogenes SKKanGAS, kanamycin growth, BacTiter-Glo, 6 h; inhibition, % at 7.5 µM;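 active means mean replicate score, as percent of positive control median, at least 50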;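 further: strain carries kanamycin resistance gene driven by streptokinase promoter and grows in 40 µg/ml kanamycin; loss of luminescence reflects streptokinase promoter inhibition or plain growth inhibition; 0% = median of DMSO wells and 100% = positive control at its reference dose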
aSyn UTR inh = 5' untranslated region of α-synuclein, MLPCN primary screen; 300,000 tested, 0.82% active; alpha-synuclein 5'UTR reporter, inhibitor activity; AID 1813; inhibition, % (tested at 7.5 µM); in the data active means inhibition above about 60%;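 further: H4 neuroglioblastoma cells stably carrying SNCA 5'UTR luciferase fusion; 0% = DMSO wells and 100% = positive control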
TRPC6 inh = mouse TRPC6 channel inhibition; Q61143; HEK293-TRPC6, membrane potential dye, ACh-evoked depolarization; active compounds read low; B-score at 10 µM; 310,000 tested, 1.1% active;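 active means B-score under library mean minus 3 SD, initial fluorescence not abnormally high, positive integrated signal ratio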;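 further: B-score derived from integrated fluorescence ratio over the kinetic read; more negative B-score means stronger inhibition of depolarization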
Target sequence (Q61143 whole entry, looked up): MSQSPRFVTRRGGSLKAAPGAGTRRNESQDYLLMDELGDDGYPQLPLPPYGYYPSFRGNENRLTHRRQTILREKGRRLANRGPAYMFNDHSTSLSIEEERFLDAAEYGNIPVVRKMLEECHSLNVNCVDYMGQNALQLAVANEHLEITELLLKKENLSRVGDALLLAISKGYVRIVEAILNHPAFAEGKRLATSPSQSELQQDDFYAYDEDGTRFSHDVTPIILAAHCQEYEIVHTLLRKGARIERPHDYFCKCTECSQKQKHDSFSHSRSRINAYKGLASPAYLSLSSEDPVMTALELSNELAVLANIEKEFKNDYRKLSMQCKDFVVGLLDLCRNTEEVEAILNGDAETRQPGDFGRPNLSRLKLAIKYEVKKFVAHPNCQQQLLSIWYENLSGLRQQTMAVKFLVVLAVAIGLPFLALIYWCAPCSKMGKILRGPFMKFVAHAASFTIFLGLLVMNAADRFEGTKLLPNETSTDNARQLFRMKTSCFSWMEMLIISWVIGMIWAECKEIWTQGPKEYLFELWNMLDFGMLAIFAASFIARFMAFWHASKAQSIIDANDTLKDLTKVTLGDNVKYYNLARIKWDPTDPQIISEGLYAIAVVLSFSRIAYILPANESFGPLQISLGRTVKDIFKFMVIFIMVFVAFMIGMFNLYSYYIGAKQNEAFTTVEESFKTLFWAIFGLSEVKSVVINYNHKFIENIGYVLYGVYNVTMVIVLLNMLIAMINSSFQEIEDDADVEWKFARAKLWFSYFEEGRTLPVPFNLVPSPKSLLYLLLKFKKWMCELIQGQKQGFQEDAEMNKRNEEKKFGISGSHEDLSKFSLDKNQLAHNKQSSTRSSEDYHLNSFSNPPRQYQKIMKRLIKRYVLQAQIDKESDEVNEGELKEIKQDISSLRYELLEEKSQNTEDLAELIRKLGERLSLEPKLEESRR
TRPC4 agonist = activators of mouse TRPC4 channel; Q9QUQ5; HEK293 TRPC4beta/mu-opioid, Fluo4 calcium fluorescence; active compounds read high; B-score at 10 µM; 310,000 tested, 0.49% active; AID 2237;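 active means B-score above 5 SD of library B-scores, and initial fluorescence ratio not above library mean plus 5 SD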;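 further: positive B-score marks a calcium rise read as TRPC4 activation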
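Assay system: HEK293 cells stably co-expressing mouse TRPC4beta and mu-opioid receptor / Timing: Fluo4 dye loading 45 min at room temperature, 110 s recording / Signal: Fluo4 calcium-sensitive dye fluorescence, kinetic, 1 Hz baseline / Read-out: integrated baseline-normalised fluorescence ratio, converted to per-well B score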
KLF5 inh = inhibitors of KLF5 expression | 290,000 tested, 0.23% active | DLD-1 KLF5 promoter-luciferase reporter, luminescence | inhibition, % at 5 µM;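 active means inhibition above a per-plate limit of that plate's mean compound inhibition plus 3 SD, cut at about 60% in these data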;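 further: 0% = DMSO wells and 100% = LY294002 at 200 µM; higher means less KLF5 promoter-driven luciferase light; inactives centre near -14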
IEC-6 cytotox = IEC-6 cytotoxicity, counter-screen for KLF5 inhibitors; luminescence viability; inhibition, % at 5 µM; 290,000 tested, 0.78% active; AID 1825; in the data active means inhibition above about 22%;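 further: 0% = plate median of test compound wells and 100% = cytotoxic reference compound wells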
TRPC4 inh = blocks the mouse TRPC4 cation channel; AID 2247; B-score at 10 µM; 300,000 tested, 0.39% active; HEK293 TRPC4beta/mu-opioid, DAMGO-evoked Fluo4 calcium flux; active compounds read low; Q9QUQ5;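 active means B-score over 3 SD under the library average, no early fluorescence shift, positive overall ratio signal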
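material = TRPC4beta/mu-opioid receptor HEK293 cell line | probe or stimulus = sequential submaximal and maximal DAMGO stimulation | compound dosing = one concentration per compound | measured by = Fluo4 Ca2+ flux fluorescence | evaluation = integrated fluorescence ratio relative to baseline, converted to per-well B score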
TRPC4 potent = allosteric potentiators of mouse TRPC4 channel; B-score at 10 µM; 310,000 tested, 0.42% active; Q9QUQ5; HEK293 TRPC4beta/mu-opioid, DAMGO EC20, Fluo-4 Ca2+ flux; active compounds read high;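 active means B-score of calcium response area above 5 SD of library B-scores, with initial fluorescence ratio within 5 SD of library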;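 further: B-score of integrated fluorescence ratio over time as area under calcium response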
HIF act = HIF pathway transcriptional activation; U2OS HRE-luciferase reporter, luminescence; normalized: DMSO 0%, desferrioxamine 100%; activation, % at 7.5 µM (by protocol); 300,000 tested, 0.32% active; AID 1910;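 active means mean activation of at least 10% of the iron chelator positive control signal, with at least half of replicates also reaching 10%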
TRPC6 act = activators of mouse TRPC6 channel | B-score at 10 µM | HEK293-TRPC6 membrane potential dye fluorescence; active compounds read high | 310,000 tested, 0.13% active | Q61143 | AID 2550;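 active means B-score of the integrated fluorescence ratio above library mean plus 3 SD, and starting fluorescence ratio within library mean plus 5 SD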;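 further: higher score means more depolarization so channel activation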
* hit, by the source's call; i = inactive; / = no result given.

SMILES	MrgX1 antagonist	SKKanGAS inh	aSyn UTR inh	TRPC6 inh	TRPC4 agonist	KLF5 inh	IEC-6 cytotox	TRPC4 inh	TRPC4 potent	HIF act	TRPC6 act
Cc1cc2c(cc1C)CSC(c1ccccc1OC(=O)C(C)C)SC2	i	11	-4	i	i	9	-3	i	i	0.3	i
O=C(O)c1ccc(-n2cccn2)c([N+](=O)[O-])c1	i	-28	0	i	i	-22	-1	i	i	0.0	i
Cc1nn(-c2ccccc2)c(C)c1NC(=O)COc1ccc(Cl)cc1Cl	-5.4*	-2	6	i	i	6	4	i	i	-0.6	i
CCC(C)n1c(/C=C/c2ccccc2)nc2ccccc21 (stereo unspecified)	i	-3	-32	-5.1*	i	15	3	i	i	0.4	i
O=C(NNC(=S)Nc1ccccc1)c1cccs1	i	2	-231	i	i	-54	-2	i	i	3.4	i
O=C(c1csc2ccccc12)N1CCCCCC1	i	1	-31	i	i	-18	-6	i	i	0.0	i
Cc1ccccc1N1CCN(C2CCCN(C(=O)c3cn4cccc(C)c4n3)C2)CC1 (stereo unspecified)	/	-1	-3	i	i	-17	-3	i	i	-0.3	i
COC(=O)C1=C(C)NC2=C(C1c1ccc(O)cc1)S(=O)(=O)c1ccccc12 (stereo unspecified)	i	3	/	i	i	-2	4	i	i	/	i
CC(Oc1ccc(F)cc1F)C(=O)NNC(=S)NCC1CCCO1 (stereo unspecified)	i	4	-19	i	i	-15	2	i	i	0.3	i
Cc1c(NC(=S)NC(=O)c2cccc([N+](=O)[O-])c2)c(=O)n(-c2ccccc2)n1C	i	0	18	i	i	-44	-8	i	i	-0.1	i
Cc1ccc(C)c(NC(=S)N(CCc2nc3cc(C)c(C)cc3[nH]2)Cc2cccnc2)c1	i	-2	9	i	i	5	2	i	i	-0.2	i
Cc1ccc(C(=O)O/N=C(\N)c2ccc(C(F)(F)F)cn2)cc1	i	-3	-38	i	i	-72	0	i	i	0.7	i
CS(=O)c1ccccc1-c1nc(-c2cc(C(F)(F)F)cc(C(F)(F)F)c2)no1 (stereo unspecified)	i	-10	7	i	i	-26	-3	i	i	0.0	i
CC(C)C(=O)Nc1cccc(C(=O)Nc2ccc(S(=O)(=O)Nc3nccs3)cc2)c1	i	5	5	i	i	6	-1	i	i	0.6	i
CCOc1ccc(NC(=O)c2cc(=O)[nH]c3ccccc23)cc1	i	3	17	i	i	-27	-1	i	i	-0.7	i
CN(C(=O)COC(=O)C1CCN(S(=O)(=O)c2ccc3c(c2)OCCO3)CC1)C1CCCCC1	i	3	10	i	i	/	/	i	i	-1.1	i
CCC(C(=O)Nc1ccccc1C(=O)N1CCOCC1)N1C(=O)c2ccccc2C1=O (stereo unspecified)	i	-1	1	i	i	-21	0	i	i	-0.8	i
CC(=O)Nc1ccc(SC[C@H](Cc2ccccc2)N2CCN(CCc3ccccc3)CCC2=O)cc1	i	4	18	i	i	/	/	i	i	-0.1	i
Cc1[nH]c2ccc(F)cc2c1CCN(Cc1ccco1)C(=S)NC(C)(C)C	i	22	/	i	i	3	5	i	i	/	i
Cc1ccc(NC(=O)Cc2nnc(SCC(=O)NC3=NCCS3)n2C)cc1	i	-1	-2	i	i	-3	7	i	i	-0.3	i
Cc1ccc(NC(=S)NCC2CCCO2)cc1C (stereo unspecified)	i	5	-5	i	i	-38	-1	i	i	0.3	i
COc1ccc(Nc2nc3ccccc3n3nnnc23)cc1	i	-18	-22	i	i	-14	4	i	i	0.0	i
Cc1ccc2cccc(NS(=O)(=O)c3ccccc3)c2n1	i	55*	39	i	i	-1	99*	i	i	2.8	i
O=C1Nc2ccc([N+](=O)[O-])cc2OC1CCN1CCOCC1 (stereo unspecified)	i	1	0	i	i	-3	1	i	i	-0.3	i
CN(C(=O)CN(c1ccccc1)S(=O)(=O)c1ccc(F)cc1)C1CCS(=O)(=O)C1 (stereo unspecified)	i	-7	6	i	i	-5	4	i	i	-0.8	i
The list goes on:
SMILES	MrgX1 antagonist	SKKanGAS inh	aSyn UTR inh	TRPC6 inh	TRPC4 agonist	KLF5 inh	IEC-6 cytotox	TRPC4 inh	TRPC4 potent	HIF act	TRPC6 act
C/C(=N/OCO/N=C(\C)c1ccc(F)cc1F)c1ccc(F)cc1F	i	0	26	i	i	9	4	i	i	0.1	i
Cc1ccc(Nc2nc(/N=C/NO)n[nH]2)cc1C	i	-2	-16	i	i	-30	-5	i	i	0.6	i
CCCN1CCN(S(=O)(=O)c2ccc(OC)c(Br)c2)CC1	i	1	0	i	i	-22	1	i	i	0.1	i
CCOc1ccc(C2C(C(=O)c3ccco3)=C(O)C(=O)N2CCN2CCOCC2)cc1OCC (stereo unspecified)	i	-1	-9	i	i	-22	3	i	i	-0.6	i
O=c1oc(/C=C/c2ccccc2)nc2ccccc12	/	10	7	i	i	-35	4	i	i	1.0	i
Cc1ccc(SCC(=O)Nc2ccc(S(=O)(=O)Nc3nccs3)cc2)cc1	i	-5	-33	i	i	-15	-4	i	i	-0.5	i
Cc1ccc(-n2c(SCC(=O)Nc3ccc4c(c3)OCO4)nnc2-c2cccs2)cc1	i	12	-2	i	i	-8	2	i	i	-0.1	i
Cc1cc(C)cc(NC(=S)N(CCCN2CCN(C)CC2)Cc2cccs2)c1	i	3	15	i	i	2	1	i	i	0.8	i
Cc1ccc2oc(-c3cccc(NC(=O)/C=C/c4cccc([N+](=O)[O-])c4)c3C)nc2c1	i	16	-53	i	i	-20	5	i	i	0.2	i
Cc1cccc(C2NC(c3cccc(C)c3)C(C)C(=O)C2C)c1 (stereo unspecified)	i	16	15	i	i	-19	-1	i	i	-2.5	i
CN1C(=O)c2cccc3c(Br)ccc(c23)C1=O	i	-6	-45	i	i	/	/	i	i	-0.5	i
Cc1cc([N+](=O)[O-])ccc1NC(=O)c1csc(C)c1C	i	9	-98	i	i	-176	-4	i	i	3.9	i
C=CCOc1ccc2ccccc2c1CNc1ncn[nH]1	i	-2	5	i	i	-17	7	i	i	0.0	i
C=CCN1C(=O)C(CC(=O)NCC)SC1=Nc1cc(Cl)ccc1Cl (stereo unspecified)	i	3	6	i	i	1	-2	i	i	2.1	i
COC(=O)N1[C@H](C)C=C[C@]1(Cc1ccccc1)C(=O)O	i	9	13	i	i	6	0	i	i	-1.6	i
CCCN(CC(=O)Nc1ccccc1C)C(=O)COC(=O)CSc1ccc([N+](=O)[O-])cc1	i	1	-9	i	i	/	/	i	i	-0.2	i
O=C(CSc1nc(-c2ccco2)cc(C(F)(F)F)n1)Nc1ccc2c(c1)CCC2	i	-2	6	i	i	16	-9	i	i	0.1	i
CCN(CC)c1ccc2cc(-c3nnc(-c4ccccc4)o3)c(=O)oc2c1	i	21	-26	i	i	-120	4	i	i	1.5	i
COc1cc(/C=C2/SC(=S)N(Cc3ccccc3)C2=O)cc(Cl)c1O	i	73*	29	i	174*	-7	-10	i	37*	-9.1	76*
COC(=O)c1[nH]c2ccccc2c1NC(=O)CN1CCN(C/C=C/c2ccccc2)CC1	i	11	1	-7.8*	i	10	3	i	i	/	i
COCCn1c(-c2ccc(-c3ccc([N+](=O)[O-])cc3Br)o2)nc2c1c(=O)[nH]c(=O)n2CC(C)C	-6.2*	16	-30	i	i	7	0	i	i	-0.1	i
CC1=NN(C(=O)c2cccnc2)C(O)(C(F)(F)F)C1 (stereo unspecified)	i	-15	-13	i	i	-13	3	i	i	0.1	i
COc1cc(NS(=O)(=O)c2ccc(C)cc2)c2ncccc2c1	i	82*	69*	i	i	-15	79*	i	i	1.2	i
Cc1nc(-c2ccc(S(=O)(=O)Nc3ccc(Br)cc3F)cc2)co1	i	-2	10	i	i	-22	-9	i	i	0.0	i
O=C(N/N=C/c1coc2ccccc2c1=O)c1cc2ccccc2o1	i	-2	-7	i	i	-19	5	i	i	0.0	i
Carrying on.
SMILES	MrgX1 antagonist	SKKanGAS inh	aSyn UTR inh	TRPC6 inh	TRPC4 agonist	KLF5 inh	IEC-6 cytotox	TRPC4 inh	TRPC4 potent	HIF act	TRPC6 act
CCCCn1c(CN2CCN(C(=O)OCC)CC2)nc2c1c(=O)[nH]c(=O)n2C	i	0	15	i	i	4	-3	i	i	-0.3	i
COc1ccc(-c2nc3n(n2)C(c2ccncc2)C(C(N)=O)=C(C)N3)cc1 (stereo unspecified)	i	4	8	i	i	-23	11	i	i	-0.4	i
O=C(COC(=O)/C=C/c1cnc2ccccc2n1)NCC(F)(F)F	i	-6	-9	i	i	-16	-3	i	i	0.4	i
CCC1CCCCN1CCCNC(=O)c1ccc(/C=C2/Sc3ccccc3NC2=O)cc1 (stereo unspecified)	i	-7	-3	i	i	-105	7	i	i	1.2	i
CCOC(=O)c1sc(C)c2c(=O)n(CCc3ccccc3)nnc12	i	7	8	i	i	-18	2	i	i	0.1	i
Cc1cc(C(=O)CSc2nnc(-c3ccc(F)cc3)o2)c(C)n1CC1COc2ccccc2O1 (stereo unspecified)	i	6	16	i	i	-12	2	i	i	0.0	i
COc1ccc2nc(NC(=O)CSCc3c(C)noc3C)sc2c1	i	-3	-17	i	i	/	/	i	i	1.4	i
COc1cc(C(=O)Oc2cccc(/C=N/NC(=O)c3cc(C)[nH]n3)c2)cc(OC)c1OC	i	3	-25	i	i	1	4	i	i	0.1	i
CSc1cccc(NC(=S)N2CCCN(Cc3ccc(F)cc3)C2)c1	i	9	25	i	i	-4	2	i	i	0.4	i
O=C1CCC(C(=O)N2CCCCO2)CN1Cc1cccc(C(F)(F)F)c1 (stereo unspecified)	i	1	-16	i	i	-35	0	i	i	0.8	i
CCc1nn(CCCC(=O)NCc2ccccc2C)c(=O)c2cc3occc3n12	i	-2	17	i	i	-30	-1	i	i	0.1	i
Cc1cc(NC(=O)COC(=O)c2nccnc2N)n(-c2ccccc2)n1	i	-4	14	i	i	/	/	i	i	-1.6	i
COc1ccc(C)cc1S(=O)(=O)NC(C)c1cnn(-c2ccccn2)c1C (stereo unspecified)	i	-7	0	i	i	-3	-1	i	i	-0.2	i
CC(C)C(O)C1CCN(Cc2nc(Cc3ccccc3Cl)no2)CC1 (stereo unspecified)	i	0	-7	i	i	-20	7	i	i	0.1	i
CCOC(=O)c1c(NC(C)=O)sc2c1CCC(C=O)=C2Sc1ccccc1	i	20	7	i	i	-15	-8	i	i	/	i
CCS(=O)(=O)N1CCN(CC(=O)NC2CCCCC2)CC1	i	4	0	i	i	-8	4	i	i	-0.3	i
Cc1cc(Cl)ccc1NC(=O)CN1C(=O)CSc2ccc(S(=O)(=O)N3CCOCC3)cc21	i	-1	36	i	i	-8	5	i	i	0.3	i
